# Dynein cargo inh = inhibitors of GR-EGFP nuclear translocation, primary screen, dynein cargo transport inhibitor project, imaging, high-content, 3617.4 mouse cells; test concentration mostly 20 µM; stimulated with dexamethasone, 1 µM; active compounds read low; z-score, hits read low; hit rate 0.47% among 220,000;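 active = plate z-score of nuclear minus cytoplasmic receptor signal below a set negative limit, without overly bright fluorescence or cell loss, cut at about -3.5 in these data, passing the limit was not always enough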;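 note: z-score of nuclear minus cytoplasmic ring GR-EGFP intensity difference per well; some compounds called inactive have numbers as strong as hits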
#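 Buffer or medium: tetracycline-free induction medium containing charcoal-stripped FBS / Reagent: dexamethasone agonist, 1.0 µM final, for 30 min / Technique: automated 10x imaging of fixed Hoechst-stained cells / Times: induction 48 h, compound 1 h, agonist 30 min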
# b-catenin transl = modulators of beta-catenin nuclear translocation, primary screen, imaging, HeLa cells, immunofluorescence, high-content | nuclear translocation activity, % at 5 µM | hit rate 0.3% among 190,000;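 active = nuclear translocation activity above 50% at 5 µM, with a well cell count of 50 or more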;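 note: per-cell ratio of nuclear to cytoplasmic median beta-catenin stain intensity; plate controls were DMSO negative control for no effect and GSK-3 inhibitor IX positive control for full effect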
#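 assay system = human HeLa cells, endogenous beta-catenin | times = compound treatment 24 h, 37°C, 5% CO2 | detection = Anti-beta-catenin immunofluorescence on PFA-fixed, Triton-permeabilized cells, DAPI nuclei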
# Yfh1-depleted yeast = enhancers of respiration in Yfh1-depleted yeast, dose response, Friedreich's ataxia, plus single-dose screen (AID 1465) | fold induction at 50 µM; hits with a dose series show EC50 in µM | hit rate 0.074% among 220,000 | S. cerevisiae Yfh1-off respiration, WST-1 reduction, 72 h; higher fold induction means a stronger effect;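 active = fold induction of absorbance versus untreated yeast above a set limit, then at least 30% activation at any dose in follow-up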;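 note: activators that raise dye reduction in frataxin-depleted yeast; strong numbers were not always called active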
# MT stabilize HCS = microtubule stabilizers in HeLa cells, primary screen, imaging, high-content imaging; HeLa tubulin immunostaining HCS, 24 h; share of cells brighter than vehicle mean+2SD; % tubulin-high responders, % at 10 µM; AID 2205, 2009; hit rate 0.83% among 200,000;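 active = plate Z-score above 3 for both tubulin-high and condensed-nucleus cell shares, with cell loss under 80%, at 10 µM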;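 note: anti alpha tubulin signal scored within the nucleus-defined area of each cell; some results filed as inactive read as strong as hits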
# M17LAP inhibition = P. falciparum M17LAP inhibitors, primary screen, biochemical, fluorogenic H-Leu-NHMec substrate, 1536-well (AID 1619); Leucine aminopeptidase (Plasmodium falciparum (isolate 3D7)); recombinant M17LAP, H-Leu-NHMec fluorogenic kinetic assay; higher % means a stronger effect; one-dose inhibition, % at 30 µM; IC50 in µM for titrated hits; hit rate 0.38% among 220,000;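 active = compound inhibiting the enzyme by more than half at any dose during confirmatory dose-response retesting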;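 note: plate controls were full reaction with DMSO carrier for no effect and no enzyme background for full effect; strong numbers were not always called active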
# Ins promoter up = insulin promoter activators in MIN6 cells, imaging, high-content screening, mouse beta cells; MIN6 insulin promoter-GFP reporter; active compounds read high; z-score at 5 µM; hit rate 0.3% among 190,000;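 active = z-score above 3 at 5 µM with at least 500 cells counted in the well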
# NOD1 NF-kB reporter = NOD1 signaling inhibitors, primary screen, cell-based, luminescence, uHTS (AID 1578). NOD1-driven NF-kB luciferase reporter cells, luminescence; higher % means a stronger effect. inhibition, % at 4 µM; hits with a dose series show EC50 in µM. hit rate 1% among 290,000; in the data active = inhibition mostly above about 36%, no sharp cut-off; inactive = mostly below about 34%;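 note: HEK-293T reporter cells stimulated with the NOD1 agonist gamma-tri-DAP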
# NOD2 inhibition = NOD2 signaling inhibitors, cell-based, luminescence, uHTS, HEK293 (AID 1566) | inhibition, % at 4 µM, or EC50 in µM where a hit was titrated | HEK293 NOD2/NF-kB luciferase reporter, luminescence; higher % means a stronger effect | hit rate 0.63% among 290,000; in the data active = inhibition above about 50%; note: many of its hits are not listed in these tables
# Autophagy HCS = autophagy modulators in MEF cells, primary screen, imaging, high-content, MEF GFP-LC3; MEF GFP-LC3 puncta imaging; test concentration mostly 10 µM; calls only at 10 µM (by protocol); hit rate 0.98% among 190,000; AID 463193, 2010;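 active = percentage of spot-positive cells more than 3 SD above its plate mean, without a fluorescence outlier flag or 80% toxicity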;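 note: spot-positive cell cutoff set from DMSO-treated cells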
# Dynein cargo inh cytoplasmic EGFP = further read-out of Dynein cargo inh, marked with its call; z-score; measured here: cytoplasmic GR-EGFP intensity; active compounds read high
# Dynein cargo inh nuclear GR-EGFP = also measured in Dynein cargo inh; calls as there; z-score; measured here: nuclear GR-EGFP intensity;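 lower value marks the stronger effect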
# Dynein cargo inh cell count = recorded beside Dynein cargo inh, whose call it bears; z-score; measured here: cell count per field
# Ins promoter up cell count = recorded beside Ins promoter up, whose call it bears; cell count; measured here: cytotoxicity, nuclei count;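 total cells summed across four imaged fields per well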
# b-catenin transl cell count 5 µM = recorded beside b-catenin transl, whose call it bears; cell count; measured here: cell count, cytotoxicity flag
# MT stabilize HCS Hoechst-high % = second read-out of MT stabilize HCS, no call of its own (marks repeat the call); % Hoechst-high responders; measured here: nuclear condensation Hoechst responders;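 share of cells brighter than vehicle mean plus two SD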
# MT stabilize HCS cytotoxicity % = second read-out of MT stabilize HCS, no call of its own (marks repeat the call); toxicity, %; measured here: cytotoxicity by cell density;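 0% = mean cell density of plate MIN control wells and 100% = no cells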
# Autophagy HCS cell loss 18 h = further read-out of Autophagy HCS, marked with its call; toxicity, %; measured here: cell loss, nuclei count;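 cell loss after 18 h compound exposure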
# The depositor's hits bear a star; i = inactive; . = not tested or not shown. A portion of the library, so the mix of outcomes need not match the whole.
# Preview:
entry	smiles	MT stabilize HCS	Autophagy HCS cell loss 18 h	MT stabilize HCS cytotoxicity %	Yfh1-depleted yeast	Dynein cargo inh nuclear GR-EGFP	NOD1 NF-kB reporter	b-catenin transl	Ins promoter up	Autophagy HCS	MT stabilize HCS Hoechst-high %	Dynein cargo inh cytoplasmic EGFP	NOD2 inhibition	b-catenin transl cell count 5 µM	Ins promoter up cell count	Dynein cargo inh cell count	Dynein cargo inh	M17LAP inhibition
1	COC(=O)c1ccc(S(=O)(=O)N2CCCCCC2)n1C	.	.	.	i	0.74	-5%	-1.4	.	.	.	-0.24	11%	1407	.	-0.72	1.2	5%
2	CC1CC(C)CN(c2ncc3c(n2)CC(c2ccccc2Cl)CC3=O)C1 (stereo not given)	2.3	-1	9.4	i	-0.069	-11%	-0.4	-0.08	i	1.3	-0.21	-25%	1072	1780	0.5	-0.47	-8%

# This part in full, repeating the preview:
entry	smiles	MT stabilize HCS	Autophagy HCS cell loss 18 h	MT stabilize HCS cytotoxicity %	Yfh1-depleted yeast	Dynein cargo inh nuclear GR-EGFP	NOD1 NF-kB reporter	b-catenin transl	Ins promoter up	Autophagy HCS	MT stabilize HCS Hoechst-high %	Dynein cargo inh cytoplasmic EGFP	NOD2 inhibition	b-catenin transl cell count 5 µM	Ins promoter up cell count	Dynein cargo inh cell count	Dynein cargo inh	M17LAP inhibition
1	COC(=O)c1ccc(S(=O)(=O)N2CCCCCC2)n1C	.	.	.	i	0.74	-5%	-1.4	.	.	.	-0.24	11%	1407	.	-0.72	1.2	5%
2	CC1CC(C)CN(c2ncc3c(n2)CC(c2ccccc2Cl)CC3=O)C1 (stereo not given)	2.3	-1	9.4	i	-0.069	-11%	-0.4	-0.08	i	1.3	-0.21	-25%	1072	1780	0.5	-0.47	-8%
3	CCCC(=O)Nc1cc(-c2cn3cccnc3n2)ccc1OC	3.9	-8	8.6	i	0.45	.	-0.3	-0.5	i	4.2	-0.33	8%	1407	1481	-0.11	1.5	2%
4	CCOc1ccccc1-n1c(SCC(N)=O)nnc1-c1ccco1	4.7	13	10	i	-0.24	4%	2.0	0.55	i	1.9	-0.16	7%	1057	731	-0.19	0.38	0%
5	C=C(C)CSc1nnc(-c2ccc(C)cc2)n1N	2.5	26	3.9	i	0.32	-27%	2.6	-0.2	i	1.5	-0.0073	-8%	919	891	-0.15	-0.042	6%
6	CCN(C(=O)c1cc2ccccc2oc1=O)c1ccccc1	3.2	-34	9.4	i	0.1	-64%	-3.4	-0.25	i	2.6	0.03	-53%	1144	883	0.94	0.47	15%
7	COCCOC(=O)c1cc(C(=O)c2cc(Cl)ccc2O)coc1=N	1.7	17	1.0	i	0.66	-20%	-0.4	-0.14	i	0.7	-0.16	12%	1040	1132	-1.4	1	13%
8	COC(=O)CCCCC1SCC(NC(=O)c2ccccc2)C1=O (stereo not given)	2.3	-11	0.7	i	0.39	-33%	0.3	0.15	i	1.0	-0.15	-7%	1515	1469	-1.1	1.7	13%
9	O=C1N/C(=N/S(=O)(=O)c2ccccc2)S/C1=C/c1cccnc1	5.1	-2	11	i	0.61	-12%	0.5	-0.11	i	1.0	-0.19	-22%	1146	1513	-0.68	0.69	12%
10	Cc1ccccc1NC(=O)CSc1nc(O)cc(=O)n1C	.	.	.	i	0.53	8%	-0.6	-0.45	.	.	-0.27	27%	1213	973	0.15	-0.14	8%
11	CCc1nn(CCCC(=O)N2CCc3ccccc3C2)c(=O)c2cc3occc3n12	2.6	11	6.2	i	1.9	9%	-5.4	-0.05	i	1.5	-0.12	-9%	1099	1155	-0.8	3.8	10%
12	COc1ccc(N=C2SC(C(=O)N3CCN(c4ccccc4)CC3)CC(=O)N2C)cc1 (stereo not given)	4.8	-3	11	i	-0.33	2%	-2.6	-0.55	i	1.5	-0.21	17%	1167	1276	0.67	-1.1	3%
13	COc1ccc(NC(=O)C(c2cc3c(cc2[N+](=O)[O-])OCO3)N(C)Cc2ccccc2)cc1 (stereo not given)	3.7	4	11	i	0.51	-15%	-5.1	-0.65	i	1.6	-0.22	13%	555	1404	-1.3	1.2	3%
14	O=[N+]([O-])c1cnc2ccccn12	.	.	.	i	0.82	9%	-0.2	.	.	.	-0.22	32%	1333	.	-0.6	0.48	8%
15	COC(=O)c1coc(-c2ccc(C)cc2)c1C(=O)OC	3.6	5	6.8	i	0.1	-28%	.	1.5	i	2.2	-0.22	-11%	.	1171	0.18	-0.45	-2%
16	O=C(CNS(=O)(=O)c1ccc(Cl)cc1)NNC(=O)c1cccnc1	1.7	1	9.5	i	1.1	-20%	2.1	-0.39	i	1.8	-0.15	-4%	1043	1182	-1.4	0.44	14%
17	CCOC(=O)c1sc(-c2ccc(C)cc2)c(C#N)c1C	3.5	16	1.2	i	-0.4	-32%	-0.7	-0.46	i	2.8	-0.14	0%	503	1355	0.23	-0.32	6%
18	Cc1cccc(OCC(=O)Nc2ccccc2N2CCCCC2)c1	3.5	-6	6.1	i	0.51	-23%	0.4	-0.49	i	2.5	-0.23	-8%	1013	1280	0.76	0.81	2%
19	CC1CN(C(=O)c2cc3c(s2)CCC3)CC(C)O1 (stereo not given)	1.0	2	9.3	i	-0.053	-11%	-0.6	0.64	i	1.1	-0.19	-7%	1336	1482	-0.03	0.49	-7%
20	CN(Cc1ccccc1)c1nc2c(c(=O)[nH]c(=O)n2C)n1CCCSc1ncccn1	3.0	14	10	i	-0.33	-12%	-3.9	-0.39	i	2.3	-0.074	3%	984	1310	2.1	-0.74	-9%
21	CCS(=O)(=O)NCc1cn2c(C)csc2n1	1.5	9	2.1	i	-0.16	-56%	-0.5	-0.01	i	1.0	-0.21	-23%	1413	1533	1	-0.57	-7%
22	Cc1cc(C)n2nc(C(=O)Nc3ccc(S(=O)(=O)N4CCCCC4)cc3)nc2n1	2.2	-6	3.7	i	0.093	-18%	-3.2	-0.3	i	1.8	0.93	-3%	1261	843	0.13	-0.51	4%
23	CCN1CCN(CC(=O)c2cc(Cl)ccc2Cl)CC1	3.8	0	3.0	i	-0.11	-23%	-2.2	0.88	i	2.9	-0.13	9%	1141	1196	-0.32	-0.55	-1%
24	CCOc1cc(C2/C(=C(/O)c3ccc(OC)cc3)C(=O)C(=O)N2CC2CCCO2)ccc1O (stereo not given)	.	.	.	i	0.08	-2%	-0.2	0.22	.	.	0.18	13%	1261	1387	0.32	0.067	3%
25	COC(=O)CSc1nnc(-c2ccc(S(=O)(=O)N3CCC(C)CC3)cc2)o1	2.6	-7	11	i	0.55	-6%	1.6	-0.72	i	2.7	-0.17	-3%	1182	1433	-1	0.9	3%
26	O=C(/C=C/Sc1ncn[nH]1)c1ccc(Cl)cc1	1.4	-7	0.8	i	-1.6*	29%	.	.	i	1.9	1*	-89%	.	.	0.093*	-4*	10%
27	Cc1cc(C)c2c(C)c(C(=O)NCc3ccncc3)oc2c1	3.4	-2	6.5	i	-0.051	-24%	-2.1	-1.3	i	2.5	-0.12	13%	1235	1012	1.3	-0.66	5%
28	CCOC(=O)C1=C(c2ccccc2)N=C2SCC(=O)N2C1c1cccc(OC)c1 (stereo not given)	4.2	10	7.9	i	0.3	19%	-8.5	0.1	i	2.5	-0.27	0%	1100	770	1.3	0.033	6%
29	NNS(=O)(=O)c1ccc(Cc2ncc(C(F)(F)F)cc2Cl)s1	4.0	2	5.2	i	-0.072	-11%	-0.8	0.68	i	2.4	-0.13	-6%	1155	944	0.24	-0.041	-4%
30	CCCCOc1ccc(C(=O)Nc2ccncc2)cc1	2.5	22	7.1	i	0.054	36%	0.1	-0.1	i	1.8	-0.29	37%	979	839	0.35	0.024	2%

# Values in list order from the entries so far:
# Compounds 4 to 11 in NOD2 inhibition, in turn: 7%, -8%, -53%, 12%, -7%, -22%, 27%, -9%
# Compounds 4 to 11 in NOD1 NF-kB reporter, in turn: 4%, -27%, -64%, -20%, -33%, -12%, 8%, 9%

# (cont.)
entry	smiles	MT stabilize HCS	Autophagy HCS cell loss 18 h	MT stabilize HCS cytotoxicity %	Yfh1-depleted yeast	Dynein cargo inh nuclear GR-EGFP	NOD1 NF-kB reporter	b-catenin transl	Ins promoter up	Autophagy HCS	MT stabilize HCS Hoechst-high %	Dynein cargo inh cytoplasmic EGFP	NOD2 inhibition	b-catenin transl cell count 5 µM	Ins promoter up cell count	Dynein cargo inh cell count	Dynein cargo inh	M17LAP inhibition
31	CCCOc1ccc(/C(O)=C2/C(=O)C(=O)N(CCOC)C2c2cccnc2)cc1 (stereo not given)	4.9	0	5.7	.	0.081	-1%	-2.6	0.45	i	2.2	-0.39	-15%	880	1245	-0.32	0.52	-1%
32	Cc1ccc(CC(CC(=O)NCCc2ccc3c(c2)OCO3)C(=O)O)cc1 (stereo not given)	1.8	0	10	i	-0.55	0%	-0.6	2.1	i	1.2	-0.18	11%	1009	779	0.79	-1	26%
33	CC(C)CCC(O)(CCC(C)C)C(=O)NNc1ccccc1	3.9	-37	8.5	i	-0.051	-55%	-1.3	-0.13	i	1.8	-0.12	-17%	570	1279	0.97	-1.1	-7%
34	O=C(Nc1nc2ccc([N+](=O)[O-])cc2s1)c1ccco1	1.9	-6	2.5	i	-0.42	10%	-1.2	-0.59	i	2.4	-0.2	-75%	1153	1183	-0.059	-0.51	1%
35	Cc1ccccc1-c1ccc(/C=C2/SC(N3CCOCC3)=NC2=O)o1	.	.	.	i	-0.28	-8%	-0.1	-0.35	.	.	-0.21	-2%	1211	1073	0.55	-0.46	10%

# Compound activity deposited in PubChem BioAssay by several laboratories.
